From PubChem BioAssay
NR2E3 ag-1: inhibitors of NR2E3-RetCOR corepressor binding, primary screen, NR2E3 agonist project, biochemical, TR-FRET, GST-NR2E3, biotin-RetCOR; Photoreceptor-specific nuclear receptor (Homo sapiens), Q9Y5X4; 1536-well; inhibition of corepressor binding, % at 4.78 µM; 320,000 compounds, 0.12% hits; AID 2300, 2010;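 active means percent inhibition above the cutoff of mean plus 3 SD of all tested compounds, set per screening campaign, cut at about 20% in these data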;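 further: 0% = DMSO wells and 100% = biotin wells as full block of FRET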
Target sequence (Q9Y5X4 whole entry, looked up): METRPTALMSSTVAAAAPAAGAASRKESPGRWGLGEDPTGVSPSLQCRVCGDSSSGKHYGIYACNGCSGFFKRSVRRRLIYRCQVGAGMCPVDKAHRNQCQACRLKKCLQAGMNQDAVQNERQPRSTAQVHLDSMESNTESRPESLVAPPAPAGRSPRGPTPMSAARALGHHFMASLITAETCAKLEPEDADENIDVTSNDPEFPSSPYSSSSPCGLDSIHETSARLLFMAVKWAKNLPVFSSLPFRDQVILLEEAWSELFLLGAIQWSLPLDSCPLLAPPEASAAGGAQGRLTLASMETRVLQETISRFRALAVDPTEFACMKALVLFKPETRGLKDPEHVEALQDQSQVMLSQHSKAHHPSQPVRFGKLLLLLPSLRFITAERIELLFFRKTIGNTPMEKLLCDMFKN
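Test system: GST-NR2E3 and biotin-RetCOR proteins | Quantity: 1.35 nM GST-tagged NR2E3 final | Medium: Tris pH 7.5 | Also added: 7 nM biotin-RetCOR | Dosing: Compound at 4.8 µM, single dose | Timing: 5 h at 4 °C | Detection: Time-resolved FRET | Read-out basis: Percent inhibition | Benchmarks: Biotin wells as high control, 0.6% DMSO wells as low control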
TRPM1 prom inh: inhibitors of MITF-dependent TRPM1 promoter reporter, primary screen, cell-based, SK-MEL-5, single point, luciferase; SK-MEL-5 TRPM1 promoter luciferase, 24 h; inhibition, % at 12.5 µM; 330,000 compounds, 0.83% hits;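 active means mean inhibition across replicates of 60% or more, whatever share of single replicates reaches that level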; further: values of inactives mirror those of a sister screen read the other way
hiPSC survival: enhancers of single-cell hiPSC survival, primary screen, ATPlite luminescence; 100% = ROCK inhibitor wells, 0% = DMSO; survival enhancement, % at 20 µM; 360,000 compounds, 0.044% hits; AID 602274, 2012; in the data active means survival enhancement above about 18%;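 further: cells exposed to compounds for 16 hours before the ATP read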
NR2E3 ag-2: NR2E3 agonists in two-hybrid cells, primary screen, cell-based, luminescence, CHO-S, Gal4-NCOR/VP16-NR2E3. inhibition of corepressor binding, % at 3.98 µM. luciferase. 360,000 compounds, 0.35% hits. Photoreceptor-specific nuclear receptor (Homo sapiens), Q9Y5X4. AID 602229, 2012;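 active means inhibition above the mean of all tested compounds plus 3 SD, cut at about 70% in these data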;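 further: 0% = DMSO with NR2E3 transfected cells and 100% = cells lacking NR2E3 construct; higher means lower luciferase signal from less NR2E3 corepressor binding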
Granule exo inh: LAMP-1 surface exposure blockers, TALL-104 cells – cell-based, flow cytometry, MLPCN library, primary screen | TALL-104 LAMP-1 surface exposure; cells stimulated with thapsigargin and PMA | inhibition, % at 10 µM | 360,000 compounds, 0.66% hits;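 active means inhibition above about 55%, limit read from the data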
aDG glyco act: activators of alpha-DG glycosylation, primary screen, uHTS, Pro5-aDG cells, AlphaScreen; activation, % at 10 µM; 360,000 compounds, 0.22% hits; alpha-DG glycosylation AlphaScreen (IIH6); 0% Pro5, 100% B10-LARGE cell signal; AID 624168, 2012;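 active means activation of at least 8% versus controls, or a plate z-score of at least 8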;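 further: Pro5 are CHO cells carrying HIG-tagged alpha-DG that lacks glycosylation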
PDI inh: inhibitors of human PDI, primary screen, biochemical, turbidity, single point, plate reader. Protein disulfide-isomerase (Homo sapiens), P07237. PDI insulin aggregation turbidity, A650, 90 min. inhibition, % at 10 µM. 350,000 compounds, 0.052% hits;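 active means mean inhibition across replicates of 30% or more, whatever share of single replicates reach that level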;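 further: absorbance from insulin aggregation driven by PDI reduction with DTT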
Target sequence (P07237 whole entry, looked up): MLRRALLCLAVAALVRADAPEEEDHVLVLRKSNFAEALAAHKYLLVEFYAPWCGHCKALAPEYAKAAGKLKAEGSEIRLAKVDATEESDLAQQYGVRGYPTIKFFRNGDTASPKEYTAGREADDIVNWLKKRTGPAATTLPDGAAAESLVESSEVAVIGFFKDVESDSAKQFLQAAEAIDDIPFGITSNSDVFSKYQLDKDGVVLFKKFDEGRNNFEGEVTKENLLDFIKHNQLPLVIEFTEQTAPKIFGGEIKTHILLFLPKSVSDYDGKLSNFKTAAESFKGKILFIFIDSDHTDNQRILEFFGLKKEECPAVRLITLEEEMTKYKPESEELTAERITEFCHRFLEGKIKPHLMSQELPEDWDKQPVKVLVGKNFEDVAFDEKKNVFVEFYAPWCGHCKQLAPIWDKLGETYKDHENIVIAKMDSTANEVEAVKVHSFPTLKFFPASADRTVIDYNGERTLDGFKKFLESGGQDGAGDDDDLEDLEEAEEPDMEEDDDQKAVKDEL
Peg3 prom inh: Peg3 promoter-driven luciferase inhibitors, primary screen, cell-based, HeLa, luciferase luminescence | 360,000 compounds, 1.7% hits | HeLa PEG-Prom luciferase reporter, overnight | inhibition, % at 20 µM | AID 588405, 2011;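 active means inhibition of at least 50% at 20 µM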
HIF-2a inh: HIF-2a reporter inhibitors, primary screen, luminescence, 786-0 RCC cells; 786-0 RCC cells HIF-2a reporter, luciferase luminescence, overnight; inhibition, % at 18.8 µM; 360,000 compounds, 0.72% hits; AID 624352, 2012;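 active means inhibition of the luminescence signal of 40% or more relative to plate controls, in a single-dose primary screen at 18.75 µM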
CaV13 FRET inh: Disruptors of the CACNA1D IQ motif to Ca2+-dependent inactivation inhibitor domain association, primary screening, Förster resonance energy transfer in intact living …; 340,000 compounds, 0.098% hits; inhibition, % at 12.3 µM; HEK cells, CFP/YFP FRET ICDI-IQ, plate reader, 10 min; percent FRET-ratio fall versus neutral wells;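 active means mean replicate inhibition of at least 30% and at least 1% of replicates passing that level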;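 further: 0% = median of the neutral control wells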
Vif imaging: HIV Vif self-association inhibitors, primary screen, imaging, HEK293T, single point; HEK293T cells, Vif self-association by quenched fluorescence, 24 h; inhibition, % at 7.49 µM; 340,000 compounds, 0.35% hits; AID 602346, 2012; in the data active means inhibition above about 50%, passing the limit was not always enough; further: some results filed as inactive read as strong as hits
The depositor's hits bear a star; . = no result given; & = joins results of further samples.

SMILES	NR2E3 ag-1	hiPSC survival	CaV13 FRET inh	NR2E3 ag-2	TRPM1 prom inh	PDI inh	Vif imaging	HIF-2a inh	Peg3 prom inh	aDG glyco act	Granule exo inh
C[C@@H]1CC2(CCCC[N+]2(C)C)C[C@H]1C	-3	0.7	-7	-5	-2	-2	-1	10	9	1.2	-1
CNC(=O)c1cccn(Cc2cccc(C(F)(F)F)c2)c1=O	4	-0.3	9	17	7	-4	-3	-4	-5	0.1	-1
COc1ccc(-c2nc3ccccc3c(=O)n2-c2cccnc2)cc1	2	1.0	-3	-17	10	6	-4	19	0	0.0	-1
COCCCN1CCN(c2nnc3n2-c2sc(Br)cc2C(c2ccccc2Cl)=NC3)CC1	1	2.1	0	12	-6	9	-4	20	3	0.2	-1
CCn1cc(CN2CCCC(C(=O)c3cccc(OC)c3)C2)c(C)n1 (stereo not given)	0	-3.1	-5	-29	5	2	-3	7	17	0.2	0
C[C@]12CCC(=O)C=C1CC[C@@H]1[C@@H]2C(=O)C[C@]2(C)C(=O)CC[C@@H]12	-2	2.0	-5	-26	-1	-7	-4	-1	5	0.7	7
O=c1c2ccccc2nc(CBr)n1-c1ccc(Cl)cc1	.	3.5	-4	-6	.	3	9	-8	18	-0.3	-3
CCCNS(=O)(=O)c1ccc(OCC(=O)N2CCN(Cc3ccccc3)CC2)cc1	-2	-3.8	-3	22	18	6	-5	4	14	0.1	3
CCn1c(=O)n(CC)c2cc([N+](=O)[O-])c(N3CCNCC3)cc21	2	-0.4	2	-33	6	4	-3	12	12	0.0	-2
COCc1cc(OC(=O)N(C)C)nc(-c2ccccc2)n1	-1	-0.5	-20	-16	7	-3	4	1	14	0.1	-2
C=CCn1c(O)c(/C(C)=N/N2CCCCC2)c(=O)[nH]c1=O	2	-0.6	3	3	-8	10	-6	2	9	0.1	-7
CN1C2CCC1CC(OC(=O)c1ccc(Cl)cc1)C2 (stereo not given)	-5	-3.4	.	-21	1	-5	-1&13	19	14	0.4	4
Cc1nn(-c2ccccc2)c2c1CC1(C(=O)N(C)C(=O)N(C)C1=O)C1CCCCN21 (stereo not given)	1	-1.1	-5	-5	-3	0	10	11	26	-0.1	-2
COC(=O)[C@@H](c1ccccc1)C1CCCCN1 (stereo not given in full)	.	-1.4	.	-32	5	-2	-5	-17	-11	0.1	-5
C=CCCC1(CC)C(=O)NC(=S)NC1=O	.	0.7	-6	-22	-5	-3	3	12	4	-0.1	0
Cc1ccccc1CN1CCN(Cc2ccccc2)CC1	1	2.4	-6	14	-2	-4	-8	20	-7	2.0	11
COc1cccc(C(=O)C2CCCN(C3CCOCC3)C2)c1 (stereo not given)	0	2.3	-5	3	18	2	-13	18	15	-0.2	19
CC1=CC(C)C(COC(N)=O)(COC(N)=O)C(C)C1 (stereo not given)	5	-2.2	0	5	2	5	.	-6	-14	0.0	-11
COc1cc2c3c(c1OC)-c1cc(O)ccc1CC3NCC2 (stereo not given)	4	1.2	1	-14	0	11	-15	2	-11	0.3	0
CCCC12CN3CC(CCC)(CN(C1)C3c1ccccn1)C2=O (stereo not given)	4	1.7	-5	-12	2	5	-6	15	-5	0.4	-6
CCOC(=O)c1c(C)n(Cc2ccco2)c2ccc(OC)cc12	2	0.1	-5	-3	13	9	-11	9	-8	1.0	2
C=C1C(=O)OC2C1CCC(C)C1(O)C=CC(=O)C21C (stereo not given)	.	-2.3	.	33	75*	.	22	47*	106*	-0.4	19
COc1ccc(C(C)=O)cc1CC(C(=O)c1ccccc1)N(C)C (stereo not given)	0	3.3	-7	-47	-23	-3	7	-90	-66	0.2	3
COP(=O)(OC)C1(Nc2ccc(C)cc2)CCCCC1	4	0.1	-5	2	5	4	-6	12	13	0.2	0
CN1CCN(c2nc3ccccc3c(=O)n2-c2ccccc2)CC1	-1	-0.9	-6	6	3	-7	7	2	6	0.3	0
O=C(/C=C/C=C/c1ccccc1)CC1(O)C(=O)Nc2ccccc21 (stereo not given)	0	1.5	-2	1	10	-1	-2	23	4	-0.2	-2
COC(=O)C1=C(c2ccc(OC)c(OC)c2)C[C@@H]2CC[C@H]1N2C(=O)N1CCC(O)CC1	3	0.4	-6	16	2	0	-4	4	-6	-0.2	-2
COC(=O)C1=C(c2ccc(F)cc2OCc2ccccc2)C[C@@H]2CC[C@H]1N2C(=O)NCc1ccc(Cl)cc1	-2	-2.2	-6	14	.	3	-3	20	32	0.6	-2
Nc1ccccc1C(=O)OCC(=O)N1CCc2ccccc21	.	0.2	-5	-131	-49	3	5	-211	-295	0.0	-2
COc1ccc(C(O)c2cc(OC)ccc2OP(=O)(N(C)C)N(C)C)cc1 (stereo not given)	1	-1.4	-8	-8	1	-3	2	9	-7	0.1	0
Cc1ccccc1OCCN=Cc1c(O)n(C)c(=O)n(C)c1=O	-2	-0.3	.	32	-7	4	-4	15	19	0.4	2
O=C(Cc1ccc(N(CCCl)CCCl)cc1)NC(Cc1ccc(Cl)cc1)C(=O)O (stereo not given)	-2	2.5	-4	-15	7	0	5	9	3	-0.1	-18
OC1(c2ccc(F)cc2)CC2CCC(C1)N2Cc1nnnn1C1CCCC1 (stereo not given)	1	0.2	-9	-25	5	5	-1	17	-3	0.1	0
CCCC(C)C1(CC)C(=O)NC(=Nc2ccccc2)NC1=O (stereo not given)	4	-1.9	-4	-23	-9	-8	2	14	-1	0.1	0
O=C(NCC1=C(c2ccc3ccccc3c2)C[C@@H]2CC[C@H]1N2Cc1ccco1)c1nccs1	.	-1.8	-6	-32	.	-9	-1	-2	-22	0.2	1
CN(C)CCN(CC1CCCN(Cc2ccccc2F)C1)C(=O)Cc1ccc(F)c(F)c1 (stereo not given)	-2	-0.7	-4	6	-10	-2	5	6	-10	0.1	55
Cc1cc(O)c(CN2CC=C(c3ccccc3)CC2)cc1C(C)C	-4	-0.7	-4	0	0	2	-8	10	-2	0.2	31
O=C1CCCC2=C1C(c1cccnc1)Nc1ccccc1N2 (stereo not given)	-1	-1.7	-5	-25	10	13	1	12	9	0.0	0
N[C@@H](Cc1c[nH]c2ccccc12)c1nnc(SCc2ccccc2)o1	2	-1.9	-4	0	0	18	0	15	0	-0.3	-4
O=C(N[C@H]1CP(=O)(Oc2ccccc2)O[C@H](COCc2ccccc2)[C@H]1O)C(Cl)(Cl)Cl (stereo not given in full)	0	-1.6	-12	-7	3	-3	-2	6	-1	-0.1	-6
Cc1c(C(=O)c2cccc3ccccc23)c2cccc3c2n1[C@H](CN1CCOCC1)CO3	5	-3.7	-6	-35	58	9	6	70*	79*	-0.5	15
COC(=O)C1=C(c2ccc(S(C)(=O)=O)cc2)C[C@@H]2CC[C@H]1N2C	3	-3.4	-4	-27	-5	-17	-1	3	-11	0.0	-9
CC(C)CC12CN3CCN(CC(C3)C1O)C2 (stereo not given)	-1	-1.3	-5	14	6	10	17	1	-5	0.0	3
O=P(Oc1ccccc1)(Oc1ccccc1)C(Nc1ccccc1)c1ccccc1 (stereo not given)	2	4.2	-8	-13	-18	2	-5	31	10	0.1	0
CN(C)Cc1ccccc1OC(=O)N(C)C	4	2.1	-5	-11	4	-4	-5	15	-7	0.0	2
Cc1ccc(S(=O)(=O)N(C)CCCC(=O)N2CCN(c3ccccn3)CC2)cc1	4	5.2	-8	0	-6	8	-1	11	14	-0.2	-4
O=C(CNC(=O)c1ccc(Br)cc1)Nc1ccc(Br)cc1C(=O)c1ccccc1	0	4.4	-5	19	15	-3	2	18	29	-0.2	-2
CC1CN1P(=O)(Oc1ccc2ccccc2c1)N1CC1C (stereo not given)	.	-1.8	-6	9	8	3	4	-1	-14	0.0	-13
CCCCn1c(=O)c(C(=O)Nc2cnccn2)c(O)c2ccccc21	-1	-1.7	-5	-46	23	-3	2	2	22	3.9	1
COCCCn1c(N)c(C(=O)OC(C)COC)c2nc3ccccc3nc21 (stereo not given)	2	1.0	-5	-2	-1	-3	11	-6	4	0.0	4

(cont.)
SMILES	NR2E3 ag-1	hiPSC survival	CaV13 FRET inh	NR2E3 ag-2	TRPM1 prom inh	PDI inh	Vif imaging	HIF-2a inh	Peg3 prom inh	aDG glyco act	Granule exo inh
FC(F)(F)c1ccc(NC2=NCCCS2)cc1	-1	-0.6	-4	-18	-20	3	0	-154	-59	0.1	-3
O=C1NCN(c2ccccc2)C12CCN(C(CCc1ccccc1)c1nnnn1-c1ccc3c(c1)OCCO3)CC2 (stereo not given)	.	0.5	-6	-27	.	.	2	-17	25	-0.2	-3
CCOC(=O)CCCCCNC(=O)c1c(O)[nH]c(=O)[nH]c1=O	2	-1.7	-6	4	0	0	4	0	3	0.3	19
O=c1ccc2cc3ccoc3c(O)c2o1	.	-0.7	.	-2	.	.	4	4	4	-0.2	-1
Cc1ccn2nc(S(=O)(=O)Nc3c(F)cccc3F)nc2n1	0	9.3	-6	-30	2	-2	10	4	-4	0.0	0
CC(C)CC(N(C)C)C1(c2ccc(Cl)cc2)CCC1 (stereo not given)	.	-1.3&1.0	.	0&-6	-7&4	0&3	4&14	-2&7	-1&-10	-0.1&0.3	-1&2
c1ccc2c(c1)CC1CNCc3cccc(c31)S2 (stereo not given)	2	2.8	-3	-2	-2	8	-2	8	11	0.2	-6
O=c1[nH]c(O)c(/C=C2\C=Nc3ccc(OCc4ccccc4)cc32)c(=O)[nH]1	3	0.1	-117	-14	-19	16	22	-13	-15	0.0	-3
Cc1cc(C)c(C)c(C(O)(C(=O)O)c2ccccc2)c1C (stereo not given)	.	-0.6	-6	-20	-3	3	-5	5	-9	0.3	1
CNC(=S)N(C)CCc1cc2c(c(OC)c1/C=C1/C(=O)NC(=O)N(C)C1=O)OCO2	1	-0.5	-2	-39	-1	-2	-3	6	2	-0.1	-10

Pulled one by one from the entries so far:
SMILES	NR2E3 ag-1	hiPSC survival	CaV13 FRET inh	NR2E3 ag-2	TRPM1 prom inh	PDI inh	Vif imaging	HIF-2a inh	Peg3 prom inh	aDG glyco act	Granule exo inh
CC(C)CC(N(C)C)C1(c2ccc(Cl)cc2)CCC1 (stereo not given)	.	-1.3&1.0	.	0&-6	-7&4	0&3	4&14	-2&7	-1&-10	-0.1&0.3	-1&2
Cc1cc(C)c(C)c(C(O)(C(=O)O)c2ccccc2)c1C (stereo not given)	.	-0.6	-6	-20	-3	3	-5	5	-9	0.3	1

An excerpt (hit frequency here may not be typical).
